Bioassay records: PubChem, National Center for Advancing Translational Sciences (NCATS)
Rab9 promoter act: activates the Rab9 promoter; Huh7 Rab9 promoter-luciferase reporter, luminescence, 24 h; Potency, µM (highest dose often 9.22 µM), for inactives: top-dose activation, negative = inhibition, most hits filed as activators; 320,000 compounds, 2.8% hits; also: potency is read from the fitted curve at half-maximal effect; % of control where 0% means no effect; nearly all actives have a fitted effect of over 60% in size
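Luminescence read-out: Huh7 cells stably expressing Rab9-luciferase, treated 24 h with compound at 37 °C, then lysed with luciferase reagent for 10 min at ambient before reading.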
Gal4-VP16 FLuc: inhibits Gal4-VP16 luciferase reporter, ROR gamma counter-screen. Drosophila S2 Gal4-VP16 UAS-luciferase, luminescence, 20 h. Potency, µM (top dose mostly 53.6 µM), for inactives: at the highest dose activity, negative = inhibition, hits mostly inhibitors. 310,000 compounds, 3.5% hits. AID 2546;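 also: Gal4-VP16 expression switched on by copper sulfate through the metallothionein promoter; potency is read from the fitted curve at half-maximal effect; % is scaled to controls: 0 for no effect and ±100 for the full control effect; nearly all actives have a fitted effect of over 50% in size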
RORg inh: inhibitors of mouse ROR gamma transcriptional activity. P51450. Drosophila S2 Gal4-RORgamma UAS-luciferase reporter, 20 h. Potency, µM (doses to about 53.6 µM), for the others: at the highest dose activity change, negative = inhibition, actives largely listed as inhibitors. 310,000 compounds, 5.4% hits; also: potency is read from the fitted curve at half-maximal effect; % is scaled to controls: 0 for no effect and ±100 for the full control effect; nearly all actives have a fitted effect of over 60% in size
Target sequence (P51450 whole entry, looked up, the tested form may be a part): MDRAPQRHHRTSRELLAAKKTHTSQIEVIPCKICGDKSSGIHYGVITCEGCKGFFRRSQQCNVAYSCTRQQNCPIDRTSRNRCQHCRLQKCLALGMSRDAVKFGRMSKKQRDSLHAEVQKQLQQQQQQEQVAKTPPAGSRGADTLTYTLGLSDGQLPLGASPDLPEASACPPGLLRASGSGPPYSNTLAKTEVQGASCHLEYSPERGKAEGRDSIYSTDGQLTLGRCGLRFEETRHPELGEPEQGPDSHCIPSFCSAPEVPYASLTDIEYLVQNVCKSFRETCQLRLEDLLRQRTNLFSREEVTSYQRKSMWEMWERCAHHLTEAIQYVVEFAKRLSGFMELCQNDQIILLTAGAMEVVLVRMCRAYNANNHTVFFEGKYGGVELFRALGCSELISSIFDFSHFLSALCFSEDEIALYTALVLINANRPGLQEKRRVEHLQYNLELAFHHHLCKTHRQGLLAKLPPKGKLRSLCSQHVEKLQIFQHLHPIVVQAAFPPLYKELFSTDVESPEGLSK
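Drosophila Schneider cells stably carrying a metallothionein-driven Gal4 DBD–ROR gamma fusion and a UAS-Photinus luciferase reporter were exposed to compound for 1 hr, then induced with copper sulfate (700 uM final) for 20 hr at ambient temperature before luminescence reading.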
Giardia killer: Giardia lamblia killing | Giardia lamblia trophozoite viability | activity change, % at 7.66 µM, hits read low | 340,000 compounds, 0.15% hits; in the data active = activity change below about -80%; inconclusive = between about -30% and that limit;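 also: parasites exposed to compound for two days anaerobically before the ATP read; % is scaled to controls: 0 for no effect and ±100 for the full control effect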
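Luminescent ATP signal served as the viability read-out, measured 15-30 min after adding ATP detection reagent to trophozoites that had been incubated with compounds for 48 hrs at 37 deg C anaerobically at 100 cells/well.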
NPC1 prom act: NPC1 promoter activation | Huh7 NPC1 promoter luciferase reporter, 24 h | Potency, µM (series often up to 9.22 µM), inactives show at the highest dose activation, actives largely listed as activators | 320,000 compounds, 2.4% hits | AID 485313;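 also: potency is read from the fitted curve at half-maximal effect; % of control where 0% means no effect; nearly all actives have a fitted effect of over 60% in size; reporter is driven by a mutant NPC1 promoter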
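Stably transfected Huh7 (NPC1 promoter→luciferase), 1500 cells/well in Opti-MEM + 10% FBS, 2 h settle, then compound 24 h at 37 °C. Luminescence after 10 min with Amplite reagent.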
p53 reactivator: re-activators of mutant p53. H1299 p53-A138V BP100-luciferase reporter, luminescence, 24 h. Potency, µM (highest dose often 92.2 µM), without a hit: at the highest dose activity change, positive = activation, usual class: activators. 320,000 compounds, 0.063% hits; also: potency is read from the fitted curve at half-maximal effect; % of control where 0% means no effect; nearly all actives have a fitted effect of over 45% in size
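H1299 (p53-null), stable ts p53-A138V + BP100-Luc; 1000 cells/well, Opti-MEM/10% FBS; cpd 4 pt, 1:5; 24 h, 37 deg C, 5% CO2; detection reagent 10 min RT; luminescence.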
BRCA1 expr up: BRCA1 expression activation. AID 624202. Potency, µM (doses to about 46.1 µM), without a hit: at the highest dose activation, usual class: activators. MCF7-BRCA1-FFLuc reporter, luminescence, 48 h; response scale: scaled: vehicle 0%, 10 µM genistein 100%. 380,000 compounds, 1.1% hits; also: potency is read from the fitted curve at half-maximal effect; nearly all actives have a fitted effect of over 80% in size; some results filed as inactive show a strong effect at the top dose
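Reporter cells (MCF7, BRCA1 promoter-firefly luciferase) received library compounds across a concentration series for 48 h. End-point luminescence was measured and concentration-effect curves derived after normalization.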
Menin-MLL TR inh: menin-MLL binding inhibition, Texas Red mutant peptide; O00255; Potency, µM (highest dose often 61.6 µM), for inactives: top-dose FP activity change, negative = inhibition, most hits filed as inhibitors; Menin + Texas Red MLL mutant peptide, fluorescence polarization; 270,000 compounds, 0.23% hits; active = well fitted inhibition curve with a large enough effect in the polarisation, with a control signal flat, not every such curve was filed as active; inconclusive = small, poorly fitted or top-dose-only effect, or effect the other way, or a change in a side signal; inactive = no such curve, though single readings can be large or run the other way; the % refers to the polarisation; also: potency is read from the fitted curve at half-maximal effect; % of control where 0% means no effect; many of its hits are not listed in these tables
Target sequence (O00255 whole entry, looked up): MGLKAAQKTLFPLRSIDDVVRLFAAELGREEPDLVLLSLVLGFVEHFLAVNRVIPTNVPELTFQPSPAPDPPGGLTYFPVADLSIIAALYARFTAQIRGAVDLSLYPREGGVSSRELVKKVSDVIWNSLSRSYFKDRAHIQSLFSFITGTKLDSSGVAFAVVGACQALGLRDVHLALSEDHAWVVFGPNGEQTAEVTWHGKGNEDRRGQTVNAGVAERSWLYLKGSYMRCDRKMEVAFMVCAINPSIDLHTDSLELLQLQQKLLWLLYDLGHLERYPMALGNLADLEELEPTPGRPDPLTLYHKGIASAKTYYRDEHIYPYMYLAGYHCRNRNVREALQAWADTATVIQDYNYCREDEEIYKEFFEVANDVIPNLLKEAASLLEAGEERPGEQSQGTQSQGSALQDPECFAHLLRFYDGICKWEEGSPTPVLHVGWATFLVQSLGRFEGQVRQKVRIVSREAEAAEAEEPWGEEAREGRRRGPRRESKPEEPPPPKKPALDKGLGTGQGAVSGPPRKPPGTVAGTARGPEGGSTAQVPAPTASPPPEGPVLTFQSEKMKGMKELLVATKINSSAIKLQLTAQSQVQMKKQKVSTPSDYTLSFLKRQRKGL
PKM2 activator: activators of human pyruvate kinase M2. Potency, µM (titrated, usually from 57.5 µM), without a hit: at the top dose activation, actives largely listed as activators. 260,000 compounds, 0.34% hits. purified PKM2, Kinase-Glo ATP luminescence, activation; response scale: 0% is enzyme alone, no compound. P14618; also: potency is read from the fitted curve at half-maximal effect; % is scaled to controls: 0 for no effect and ±100 for the full control effect; nearly all actives have a fitted effect of over 55% in size
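ATP formation by purified human PK-M2, quantified via coupled luciferase luminescence after 1 h at room temperature with 0.1 mM ADP and 0.5 mM PEP final.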
FLuc modulator: counter-screen for miR-21 project: firefly luciferase inhibitors or activators | P08659 | purified FLuc, Km substrates, luminescence inhibition | Potency, µM (highest dose often 57.5 µM), inactives show at the top dose activity change, negative = inhibition, most hits filed as inhibitors | 360,000 compounds, 6.9% hits | AID 588342;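 also: potency is read from the fitted curve at half-maximal effect; plate controls were vehicle for no effect and reference inhibitor for full effect; nearly all actives have a fitted effect of over 55% in size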
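Purified P. pyralis luciferase (10nM final) with 10uM D-luciferin and 10uM ATP (Km levels) in 50mM Tris acetate pH 7.5, 10mM Mg acetate, 0.01% Tween-20, 0.05% BSA; qHTS 6-point titration, ~60 µM downward; luminescence read.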
ELG1 genotoxic: induces genotoxicity in HEK293T cells with luciferase-tagged ELG1; Potency, µM (top dose mostly 46 µM), for the others: at the highest dose activity change, positive = activation, most hits filed as activators; 330,000 compounds, 1.3% hits; HEK293T ELG1-luciferase reporter, luminescence, 16 h; also: potency is read from the fitted curve at half-maximal effect; % of control where 0% means no effect; nearly all actives have a fitted effect of over 60% in size
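Cells (2,000/well) expressing the ELG1-luciferase fusion are dosed by pin tool and kept 16 hr at 37 °C, 5% CO2. Signal comes from ONE-Glo luciferase reagent after 30 min at room temperature.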
* hit, by the source's call; u = inconclusive; x = no result given; [ ] = another dose, or the depositor's remark. Unless noted, calls follow the shape of the dose curve; as a rule, active = well fitted curve in the direction sought with a large enough effect; inconclusive = small, poorly fitted or top-dose-only effect, or another doubt; inactive = no such curve, though single readings can be large; an effect the other way counts as inactive or inconclusive.

SMILES	Rab9 promoter act	Gal4-VP16 FLuc	RORg inh	Giardia killer	NPC1 prom act	p53 reactivator	BRCA1 expr up	Menin-MLL TR inh	PKM2 activator	FLuc modulator	ELG1 genotoxic
CC(C)(O)c1[nH]c2cc(F)ccc2c1C(C)(C)O	-5%	7%	7%	20	1%	15%	0%	u	1%	0%	-6%
COc1ccc2oc(C(=O)NC3(C)CCS(=O)(=O)C3)c(C)c2c1 (centres undefined)	4%	x	x	-8	-8%	8%	0%	x	x	-15%	0%
COc1ccc2[nH]cc(CCNC(=O)c3ccc4ccccc4n3)c2c1	0%	-2%	u	-5	0%	-6%	-31%	u	-2%[11.5 µM]	u	-7%
CCOC(=O)c1c(CCl)nc2ccccc2c1C	-2%	-20%	-33%	-15	-3%	1%	-21%	-11%	0%	-16%	-7%
Cn1c(=O)c2c(nc(CN3CCc4ccccc4C3)n2Cc2cccc(Cl)c2)n(C)c1=O	-11%	-11%	u	-4	0%	-14%	-59%	15%	1%	4%	-26%
COc1cccc(NC(=S)NC(=O)Cc2ccc(Cl)cc2)c1	-1%	7.1µM*	7.1µM*	-2	-1%	x	28%	0%	-7%[11.5 µM]	-7%	0%
O=C(Nc1cccnc1)c1ccccc1F	7%	1%	23%	-10	-3%	u	25%	10%	-1%	2%	1%
CC(C)CN(C(=O)CSc1nc2ccccc2o1)c1c(N)n(Cc2ccccc2)c(=O)[nH]c1=O	2%	x	x	-7	1%	-6%	-44%	x	x	3%	0%
c1ccc(-c2nnc(SCc3cn4ccsc4n3)o2)cc1	u	29%	0%	13	u	10%	u	-2%	3%	u	5%
O=c1oc(-c2cccs2)nc2sc3c(c12)CCCC3	4%	u	17%	11	15%	8%	13%	4%	2%	2.4µM*	1%
CC(C)CCNS(=O)(=O)c1ccc(-c2ccc(S(=O)(=O)NCCC(C)C)cc2)cc1	-1%	0%	6%	8	-2%	3%	-2%	x	1%	-1%	-1%
O=C(Nc1ccc2c(c1)OCO2)Nc1ccccn1	0.89µM*	-18%	10%	-1	2.8µM*	23%	2.5µM*	9%	-1%	12µM*	u
CCOCCn1c(=NC(=O)c2cc(Cl)sc2Cl)sc2cc(S(N)(=O)=O)ccc21	-4%	u	u	x	-2%	-1%	x	2%	0%	-2%	14%
O=C(NNC(=O)C1CCC1)c1cccc(Cl)c1	-2%	x	x	-3	-1%	-9%	19%	x	x	2%	0%
O=C(N/N=C/c1ccc(O)cc1)c1cc(-c2ccccc2)nc2ccccc12	6%	28%	-21%	-20	0%	4%	-14%	u	x	5.4µM*	0%
CC(=O)c1ccc(OCC(=O)NC2CCS(=O)(=O)C2)cc1 (centres undefined)	-3%	1%	3%	-13	-1%	2%	-1%	-5%	1%	-1%	1%
COc1ccc(NC(=O)CCCN(C)S(=O)(=O)c2ccc(C)cc2)cc1	-4%	-5%	28%	3	-3%	-13%	-11%	-1%	1%	6%	-4%
Cc1ccc(-c2noc(CN3CCOCC3)n2)cc1	2.8µM*	2%	-18%	-15	3.2µM*	9%	u	-1%	-2%	17µM*	u
CC1CCCN(C(=O)C2c3ccccc3C(=O)N3CCc4ccccc4C23)C1 (centres undefined)	15%	1%	4%	6	u	-1%	-32%	-12%	-31%	-1%	0%
COc1ccc(S(=O)(=O)N(CC(=O)NCc2ccccn2)c2ccc(Cl)cc2)cc1	-2%	-13%	u	7	9%	0%	4%	-17%	4%	-1%	0%

Reprinted from the entries so far for reference:
SMILES	Rab9 promoter act	Gal4-VP16 FLuc	RORg inh	Giardia killer	NPC1 prom act	p53 reactivator	BRCA1 expr up	Menin-MLL TR inh	PKM2 activator	FLuc modulator	ELG1 genotoxic
CC(C)(O)c1[nH]c2cc(F)ccc2c1C(C)(C)O	-5%	7%	7%	20	1%	15%	0%	u	1%	0%	-6%
COc1ccc2oc(C(=O)NC3(C)CCS(=O)(=O)C3)c(C)c2c1 (centres undefined)	4%	x	x	-8	-8%	8%	0%	x	x	-15%	0%

The listing continues.
SMILES	Rab9 promoter act	Gal4-VP16 FLuc	RORg inh	Giardia killer	NPC1 prom act	p53 reactivator	BRCA1 expr up	Menin-MLL TR inh	PKM2 activator	FLuc modulator	ELG1 genotoxic
O=C(NC1CCCC1)c1ccc(CS(=O)(=O)Cc2ccccc2F)o1	0%	2%	9%	-15	0%	3%	-9%	x	x	1%	-1%
C=CCn1c(SCC(=O)NC(=O)NCc2ccco2)nc2sc(C)c(C)c2c1=O	1%	u	u	9	0%	-6%	-34%	17%	0%	11%	16%
Cc1ccc(-c2noc(CCC(=O)N3CCCC3)n2)cc1	30%	-4%	28%	3	29%	10%	83%	6%	0%	-20%	u
COc1ccccc1NC(=O)CC(=O)CSc1nnc(-c2ccc(C)cc2)n1-c1ccccc1	-1%	10µM*	7.1µM*	-16	-2%	-6%	-34%	-16%	0%	1%	1%
CC(C)(C)C(=O)N(Cc1nc2ccccc2c(=O)[nH]1)Cc1cccs1	1%	-6%	u	-11	-1%	5%	-3%	14%	-1%	2%	-1%
CC(C)C[C@H](NC(=O)[C@@H]1Cc2c([nH]c3ccccc23)C2c3ccccc3C(=O)N21)C(=O)NCC1CCCO1 (some centres undefined)	-7%	8%	27%	-7	2%	x	-37%	30%[activator]	2%	-1%	-2%
COc1ccccc1-n1cnc2cc(C(=O)NC3CCCC3)ccc21	0%	2%	u	30[activator]	-2%	-5%	7%	-3%	6%	u	2%
CCOCc1nnc(NC(=O)c2ccco2)s1	12%	0%	28%	-2	0%	2%	15%	-15%	-1%	4%	1%
CC1=C(C(=O)OC(C)C)C(C)NC(=O)N1 (centres undefined)	-8%	-4%	-4%	14	-3%	-5%	-2%	u	-4%	4%	14%
CCCCCOC(=O)NCCOC(=O)Nc1ccc(C(=O)OCC)cc1	-2%	-8%	30%	-5	-4%	-6%	-34%	17%	0%	-4%	-10%
O=C(CCc1ccccc1)NNC(=O)c1ccco1	-2%	-6%	9%	4	-2%	4%	3%	-9%	-2%	3%	-1%
Cc1nn(Cc2noc(C(=O)NCC3CCCO3)n2)c(C)c1Br (centres undefined)	-3%	2%	7%	2	-5%	12%	4%	x	x	3%	1%
CCN1CCN(c2cc(C)c3cc(NC(=O)c4ccc5c(c4)OCO5)ccc3n2)CC1	-5%	u	u	-2	-4%	-9%	-31%	-10%	4%	u	0%
CCOc1ccc(S(=O)(=O)Nc2ccn(C)n2)cc1	-9%	x	x	17	-2%	-4%	-9%	x	x	0%	1%
CN(C)c1ccc(-c2nnn(CC(=O)NCc3ccc4c(c3)OCO4)n2)cc1	15%	-12%[10 µM]	31%	-15	16%	25%	u	18%	-4%	-15%	13%
CC(C)Oc1ccc(C(CC(=O)O)NC(=O)CSc2ncn[nH]2)cc1 (centres undefined)	-4%	-6%	-23%	-16	5%	7%	10%	x	2%	-1%	2%
CC(C)(C)c1ccc(-c2nnc(SCC(=O)O)n2N)cc1	8%	0%	-40%	u	17%	0%	-7%	-16%	0%	11µM*	6%
CC(Sc1nc(N)cc(N)n1)C(=O)NCC1CCCO1 (centres undefined)	-1%	x	x	-23	-3%	-5%	20%	x	x	4%	-1%
Cc1cc(OCCCn2cnc3ccccc3c2=O)ccc1[N+](=O)[O-]	8%	-2%	u	-20	-6%	4%	2%	9%	-1%	2%	0%
O=C(CCc1ccccc1)Nc1ccc(NS(=O)(=O)c2ccccc2)cc1	1%	2%	4%	3	29%	-2%	-6%	42%[activator]	x	3%	-4%
COCCCNC(=O)CN(c1cc(Cl)ccc1OC)S(C)(=O)=O	-6%	-1%	11%	5	-9%	-2%	0%	9%	0%	0%	0%
CCOC(=O)c1c(C)n(C)c2ccc(O)c(CN3CCCCC3)c12	-1%	-2%	-20%	3	-1%	3%	-13%	-16%	4%	4%[2.3 µM]	-10%

Record cards (already shown). Order of screens: Rab9 promoter act	Gal4-VP16 FLuc	RORg inh	Giardia killer	NPC1 prom act	p53 reactivator	BRCA1 expr up	Menin-MLL TR inh	PKM2 activator	FLuc modulator	ELG1 genotoxic
CC(C)(C)C(=O)N(Cc1nc2ccccc2c(=O)[nH]1)Cc1cccs1 as listed: 1%	-6%	u	-11	-1%	5%	-3%	14%	-1%	2%	-1%
CC(C)(C)c1ccc(-c2nnc(SCC(=O)O)n2N)cc1 as listed: 8%	0%	-40%	u	17%	0%	-7%	-16%	0%	11µM*	6%
CC(Sc1nc(N)cc(N)n1)C(=O)NCC1CCCO1 (centres undefined) as listed: -1%	x	x	-23	-3%	-5%	20%	x	x	4%	-1%

The list is partial (hit frequency here may not be typical).
